TSHR antag: blocks TSH signaling through the human TSH receptor | AID 504810 | activity change, negative = inhibition, % at 11.5 µM | TSHR-expressing cells, TSH-stimulated cAMP HTRF, 2 h; hits give low values | 330,000 tested, 0.2% active | P16473;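 active = activity change below a set negative limit, meaning inhibition stronger than a set level, cut at about -70% in these data; inconclusive = activity change between two set negative limits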; note: % is set by controls: 0 for no effect and ±100 for the full control effect
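Read-out is FRET at 665 nm (cryptate excitation 337 nm) from a cryptate-tagged anti-cAMP antibody, competed by cell cAMP against cAMP-d2. Compounds are tested on freshly harvested TSHR cells challenged with 4nM TSH (EC80) for 2 hours at 37 deg C.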
KCNH2 WT inh: blocks the wildtype human KCNH2 potassium channel. U2OS, BacMam KCNH2, thallium flux FluxOr; hits give low values. activity change, % at 1.84 µM. AID 720551. Q12809. 340,000 tested, 0.37% active;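 active = maximum activity change below -70%; inconclusive = maximum activity change between -70% and -50%; inactive = maximum activity change above -50%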; note: % is set by controls: 0 for no effect and ±100 for the full control effect
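U2OS cells transduced with wild-type KCNH2 virus are loaded with FluxOr dye for 45 min, and thallium flux is measured in kinetic reads before and after stimulation buffer. Rate constants are normalized to DMSO controls.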
A-T KAP1 phos: candidate therapy for ataxia-telangiectasia; […] A-T fibroblasts, KAP-1 phosphorylation AlphaLISA; neocarzinostatin DNA damage 30 min before lysis; 320,000 tested, 0.19% active; Potency, µM (titrated, usually from 57.5 µM), without a hit: at the top dose activation, usual class: activators; note: potency is the fitted concentration of half-maximal effect; % of control where 0% means no effect; nearly all actives have a fitted effect of over 45% in size
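ATM-like activity read as KAP-1 phosphorylation via AlphaLISA donor/acceptor antibody pairs after lysis and 6 hr at 25C. Cells were ATM-null patient fibroblasts ([…], hTERT), dosed 60 min, then exposed to the DSB inducer NCS for 30 min.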
TCR act: T cell receptor activation. Potency, µM (series often up to 9.22 µM), for the others: at the highest dose activation of IL-2 secretion, actives largely listed as activators. primary human leukocytes, anti-CD3, IL-2 HTRF, 48 h. 330,000 tested, under 10 active. AID 504894; note: % of control where 0% means no effect
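IL-2 release read by HTRF sandwich (Eu cryptate donor, d2 acceptor, 665 nm emission) after 48 hr exposure of primary human leukocytes to compound together with anti-CD3 beads in the absence of co-stimulatory signals.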
Tb PFK block: blocks T. brucei phosphofructokinase. Potency, µM (highest dose often 57.5 µM), for the others: at the top dose activity, negative = inhibition, usual class: inhibitors. 330,000 tested, 0.17% active. T. brucei PFK, ADP-Glo luminescence. O15648. AID 485367;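 note: potency is the fitted concentration of half-maximal effect; 0% = uninhibited 1x PFK enzyme wells and -100% = no-enzyme wells; nearly all actives have a fitted effect of over 60% in size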
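1.25 nM PFK with 0.5 mM F6P and 0.1 mM ATP in 0.1 M TEA pH 8.0, 5 mM MgCl2, incubated 45 min at room temperature; ADP measured by ADP-Glo luminescence; compounds titrated up to 57 uM.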
MLL CXXC-DNA inh: blocks binding of human MLL CXXC domain to DNA. Q03164. MLL-CXXC / FITC-HOXA9 DNA fluorescence polarization. Potency, µM (top dose mostly 115 µM), inactives show at the highest dose activity change, negative = inhibition, usual class: inhibitors. 290,000 tested, 0.037% active; active = well fitted inhibition curve with a large enough effect in the polarisation, with a control signal flat, not every such curve was filed as active; inconclusive = small, poorly fitted or top-dose-only effect, or effect the other way, or a change in a side signal; inactive = no such curve, though single readings can be large or run the other way; the % refers to the polarisation; note: potency is the fitted concentration of half-maximal effect
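Steps: dispense CXXC domain solution (7 uM) → pin compounds or unlabeled HOX-A9 DNA control → 5 min ambient → add FLSN-HOX-A9 solution (50 nM) → spin → 30 min ambient → fluorescence polarization. Tris pH 7.5/NaCl/DTT/BSA buffer.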
Giardia killer: Giardia lamblia killing | 340,000 tested, 0.15% active | Giardia lamblia trophozoite viability | AID 540267 | activity change, % at 7.66 µM, hits read low; in the data active = activity change below about -80%; inconclusive = between about -30% and that limit;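 note: parasites exposed to compound for two days anaerobically before the ATP read; % is set by controls: 0 for no effect and ±100 for the full control effect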
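ATP-content bioluminescence gauges trophozoite survival. Cells (100/well) receive compound and incubate anaerobically for 48 hrs at 37 deg C; detection reagent follows for 15-30 min at room temperature.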
GALK inhibitor: blocks human galactokinase activity; P51570; Purified GALK, Kinase-Glo residual ATP luminescence; Potency, µM (series often up to 57.5 µM), for the others: at the top dose activity change, negative = inhibition, usual class: inhibitors; 270,000 tested, 0.007% active; AID 1868; note: potency is the fitted concentration of half-maximal effect; % is set by controls: 0 for no effect and ±100 for the full control effect
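Galactose (100 uM) and ATP (35 uM) were turned over by 5 nM GALK for 1 h at RT. Kinase-Glo Plus then converted the remaining ATP into a luminescent signal.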
Chronic BCR inh: chronic active BCR signaling inhibition. ABC-DLBCL IkBa-CBG/CBR reporter, luminescence ratio, 4 h. 340,000 tested, 0.05% active. Potency, µM (doses to about 46.1 µM), inactives show top-dose ratio change, negative = lower green/red ratio, hits mostly inhibitors; active = well fitted inhibition curve with a large enough effect in the signal ratio, with a control signal flat, not every such curve was filed as active; inconclusive = small, poorly fitted or top-dose-only effect, or effect the other way, or a change in a side signal; the % refers to the signal ratio;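 note: potency is the fitted concentration of half-maximal effect; plate controls were basal doxycycline-induced cells for no effect and cells given 10 µM MG132 for full effect; MG132 reads +100%, hits lower the ratio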
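Concentration-response series (up to 46 uM) were applied to TMD8 dual-reporter cells for 4 h at 37C with doxycycline. Green/red ratio, after filter-overlap correction, defined %Activity; red signal alone was normalised to basal cells and zero luminescence.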
Coupling enz: counter-screen for Giardia aldolase inhibitors: coupling enzyme system; coupling enzyme system counterscreen, AmpLite Red fluorescence; activity change, negative = inhibition, % at 58.2 µM, hits read low; 290,000 tested, 0.67% active; in the data active = activity change below about -30%; note: % is set by controls: 0 for no effect and ±100 for the full control effect
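Coupling enzymes only (glyceraldehyde-3-phosphate) + compound, at 57.5 uM final, 10 min RT; add substrate/coupling/AmpLite Red mix, 20 min RT; fluorescence ex 525/em 598 nm. Actives flag coupling-system interference.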
* = called active by the depositor; u = inconclusive; x = not tested or not shown; [ ] = another dose, or the depositor's remark. Unless noted, calls come from the whole dose curve; as a rule, active = well fitted curve in the direction sought with a large enough effect; inconclusive = small, poorly fitted or top-dose-only effect, or another doubt; inactive = no such curve, though single readings can be large; an effect the other way counts as inactive or inconclusive.

nr	canonical_smiles	GALK inhibitor	Tb PFK block	TSHR antag	Coupling enz	Chronic BCR inh	MLL CXXC-DNA inh	KCNH2 WT inh	TCR act	Giardia killer	A-T KAP1 phos
1	CC(Nc1n[nH]c(=S)[nH]c1=O)C(=O)OCc1ccccc1 (stereo not drawn)	6.0%	-7.2%	-1.7	1.1	-0.1%	-0.5%	-12.6	1.9%	4.0	3.3%
2	COCc1cc(C)n(CC(=O)Nc2cc(C)cc(C)c2)c(=O)c1C#N	4.8%	-2.7%	17.1	-2.4	-11.0%	-13.8%	1.7	3.8%	-16.4	-1.6%
3	CC(C)CC(OC(=O)CC1Sc2ccccc2NC1=O)C(=O)NC1CCCC1 (stereo not drawn)	-1.1%	-1.6%	13.0	3.9	9.2%	-14.1%	2.2	-1.5%	-6.4	1.4%
4	COc1ccc(N(C(=O)Cn2nnc3ccccc32)C2(C(=O)NC3CCCC3)CCCCC2)cc1	-0.9%	0.1%	6.9	3.3	-11.1%	-8.4%	5.3	0.5%	-3.5	-6.7%
5	C=CCNC(=O)c1onc(CSc2cc(C)cc(C)c2)c1C(=O)NCC=C	2.8%	-3.2%	-11.5	-0.7	u	1.0%	x	-26.8%	-1.4	-9.7%
6	COc1cc2sc3cc(NCc4ccc5c(c4)OCO5)ccc3c(=O)c2cc1OC	x	3.8%	-2.3	x	-4.1%	x	x	-1.3%	-9.5	-6.0%
7	O=C1CC(c2nc3ccccc3[nH]2)CN1Cc1ccccc1 (stereo not drawn)	-1.0%	-8.0%	0.3	1.0	5.7%	3.0%	-3.5	0.4%	-7.2	7.8%
8	CCCC(=O)Nc1sc(C(=O)Nc2cccc(N)c2)c(C)c1C(=O)OC	-1.0%	-6.7%	-4.7	-1.4	u	6.4%	-1.3	-1.6%	-6.5	7.6%
9	O=C(c1ccco1)N1CCN(c2cccc(Cl)c2)CC1	0.4%	u	-6.1	2.7	u	-0.5%	17.2	0.9%	18.4	8.3%
10	COc1ccccc1N(C)S(=O)(=O)c1ccc(C(=O)OCC(=O)NCCC2=CCCCC2)cc1	0.3%	0.9%	-6.2	-1.0	0.2%	0.9%	1.6	-0.1%[46.1 µM]	-13.8	4.2%
11	COC(=O)c1cc(OC)c(OC)cc1NC(=S)Nc1cccc(C(C)=O)c1	0.8%	-2.4%	9.2	-0.2	u	3.4%	2.6	1.5%[46.1 µM]	6.1	-3.4%
12	COc1ccc(CNC(=O)CN2C(=O)NC3(CCCCCC3)C2=O)cc1	x	-7.0%	62.7	x	0.3%	x	15.9	-0.6%	8.4	10.4%
13	CCOc1ccc(CNS(=O)(=O)c2ccc(-c3coc(C)n3)cc2)cc1	x	2.2%	-15.0	x	-0.2%	x	x	x	x	0.4%
14	Cc1nc2ccc(NC(=O)CS(=O)(=O)c3ccc(F)cc3)cc2s1	x	3.3%	-3.5	x	u	x	-10.9	-0.9%	-3.5	-2.4%
15	CCc1c(O)nc(N2CCN(Cc3ccccc3)CC2)[nH]c1=O	-2.6%	-6.9%	-9.5	0.0	u	-1.9%	-2.8	0.1%	2.5	-2.8%
16	CCS(=O)(=O)N1Cc2ccccc2CC1C(=O)Nc1nnc(SCc2c(Cl)cccc2Cl)s1 (stereo not drawn)	0.3%	-1.4%	-3.8	-1.1	2.6%	11.0%	-23.6	9.3%	-5.9	1.5%
17	CCOC(=O)C1CCCCN1S(=O)(=O)c1ccc2c(c1)CC(C)N2C(=O)C1CCC1 (stereo not drawn)	-1.2%	-1.5%	5.3	-0.1	u	-8.7%	1.2	1.1%	-22.9	-1.8%
18	CC(C)[C@H](NC(=O)N1CCn2c1nc1ccccc12)C(=O)NCc1ccc2c(c1)OCO2	0.1%	-0.4%	4.1	-0.8	u	-0.6%	-0.7	-0.8%	0.8	-3.5%
19	O=C(NCc1ccccn1)C(=O)Nc1cccc2ccccc12	3.3%	-5.9%	3.0	-0.7	u	9.6%	-0.5	-1.6%	-13.5	-0.3%
20	Cc1ccc(S(=O)(=O)NCCC(=O)NCCCSc2ccccc2)cc1	x	-0.8%	0.2	x	u	x	11.1	11.2%	13.0	31.2%

One compound at a time (already shown). Order of values: GALK inhibitor | Tb PFK block | TSHR antag | Coupling enz | Chronic BCR inh | MLL CXXC-DNA inh | KCNH2 WT inh | TCR act | Giardia killer | A-T KAP1 phos
Record of COCc1cc(C)n(CC(=O)Nc2cc(C)cc(C)c2)c(=O)c1C#N : 4.8% | -2.7% | 17.1 | -2.4 | -11.0% | -13.8% | 1.7 | 3.8% | -16.4 | -1.6%
Record of O=C1CC(c2nc3ccccc3[nH]2)CN1Cc1ccccc1 (stereo not drawn) : -1.0% | -8.0% | 0.3 | 1.0 | 5.7% | 3.0% | -3.5 | 0.4% | -7.2 | 7.8%

Some of these compounds in order of SMILES length, low to high:
nr	canonical_smiles	GALK inhibitor	Tb PFK block	TSHR antag	Coupling enz	Chronic BCR inh	MLL CXXC-DNA inh	KCNH2 WT inh	TCR act	Giardia killer	A-T KAP1 phos
19	O=C(NCc1ccccn1)C(=O)Nc1cccc2ccccc12	3.3%	-5.9%	3.0	-0.7	u	9.6%	-0.5	-1.6%	-13.5	-0.3%
15	CCc1c(O)nc(N2CCN(Cc3ccccc3)CC2)[nH]c1=O	-2.6%	-6.9%	-9.5	0.0	u	-1.9%	-2.8	0.1%	2.5	-2.8%
1	CC(Nc1n[nH]c(=S)[nH]c1=O)C(=O)OCc1ccccc1 (stereo not drawn)	6.0%	-7.2%	-1.7	1.1	-0.1%	-0.5%	-12.6	1.9%	4.0	3.3%
20	Cc1ccc(S(=O)(=O)NCCC(=O)NCCCSc2ccccc2)cc1	x	-0.8%	0.2	x	u	x	11.1	11.2%	13.0	31.2%
14	Cc1nc2ccc(NC(=O)CS(=O)(=O)c3ccc(F)cc3)cc2s1	x	3.3%	-3.5	x	u	x	-10.9	-0.9%	-3.5	-2.4%
2	COCc1cc(C)n(CC(=O)Nc2cc(C)cc(C)c2)c(=O)c1C#N	4.8%	-2.7%	17.1	-2.4	-11.0%	-13.8%	1.7	3.8%	-16.4	-1.6%
13	CCOc1ccc(CNS(=O)(=O)c2ccc(-c3coc(C)n3)cc2)cc1	x	2.2%	-15.0	x	-0.2%	x	x	x	x	0.4%
11	COC(=O)c1cc(OC)c(OC)cc1NC(=S)Nc1cccc(C(C)=O)c1	0.8%	-2.4%	9.2	-0.2	u	3.4%	2.6	1.5%[46.1 µM]	6.1	-3.4%
6	COc1cc2sc3cc(NCc4ccc5c(c4)OCO5)ccc3c(=O)c2cc1OC	x	3.8%	-2.3	x	-4.1%	x	x	-1.3%	-9.5	-6.0%
17	CCOC(=O)C1CCCCN1S(=O)(=O)c1ccc2c(c1)CC(C)N2C(=O)C1CCC1 (stereo not drawn)	-1.2%	-1.5%	5.3	-0.1	u	-8.7%	1.2	1.1%	-22.9	-1.8%
10	COc1ccccc1N(C)S(=O)(=O)c1ccc(C(=O)OCC(=O)NCCC2=CCCCC2)cc1	0.3%	0.9%	-6.2	-1.0	0.2%	0.9%	1.6	-0.1%[46.1 µM]	-13.8	4.2%
18	CC(C)[C@H](NC(=O)N1CCn2c1nc1ccccc12)C(=O)NCc1ccc2c(c1)OCO2	0.1%	-0.4%	4.1	-0.8	u	-0.6%	-0.7	-0.8%	0.8	-3.5%

High-throughput results (PubChem BioAssay)

Compounds were not picked by outcome (roughly 1.6% active in at least one column).
